Compound activity from PubChem.
NF-kB expr up – compounds increasing NF-kB expression in human neuronal cells. NF-kB reporter expression; active compounds read high. fold change at 12.5 µM. actives 1.6% (n = 190,000). AID 1239; in the data active = fold change above about 3.3
STAT3 inh – STAT3 signaling inhibition. actives 0.89% (n = 190,000). inhibition, % at 5.5 µM. U3A cells, IL-6 STAT3-luciferase reporter, luminescence; host cell line lacks STAT1. AID 862;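 active = inhibition above the mean inhibition across all screened compounds plus 3 SD, cut at about 44% in these data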;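 also: 0% = DMSO only wells and 100% = 100 µM nifuroxazide control wells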
STAT1 blocker – STAT1 signaling inhibition; NIH 3T3 STAT1-luciferase reporter, IFN-gamma, luminescence; inhibition, % at 5.5 µM; actives 0.35% (n = 200,000);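 active = inhibition above a set limit, the mean inhibition across all tested compounds plus 3 SD, cut at about 34% in these data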;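 also: 0% = IFN-gamma with DMSO and 100% = IFN-gamma with 300 µM nifuroxazide; values of inactives mirror those of a sister screen read the other way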
TLR4-MyD88 BLA – TLR4-MyD88 interaction inhibition in cells | O00206+Q99836 | HeLa CL3-4 TLR4/MyD88 BLA complementation, FRET ratio | inhibition, % at 8.4 µM | actives 0.18% (n = 200,000) | AID 861; in the data active = inhibition above about 25%;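 also: 0% = vehicle and 100% = reference inhibitor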
Target sequence (O00206 whole entry, looked up): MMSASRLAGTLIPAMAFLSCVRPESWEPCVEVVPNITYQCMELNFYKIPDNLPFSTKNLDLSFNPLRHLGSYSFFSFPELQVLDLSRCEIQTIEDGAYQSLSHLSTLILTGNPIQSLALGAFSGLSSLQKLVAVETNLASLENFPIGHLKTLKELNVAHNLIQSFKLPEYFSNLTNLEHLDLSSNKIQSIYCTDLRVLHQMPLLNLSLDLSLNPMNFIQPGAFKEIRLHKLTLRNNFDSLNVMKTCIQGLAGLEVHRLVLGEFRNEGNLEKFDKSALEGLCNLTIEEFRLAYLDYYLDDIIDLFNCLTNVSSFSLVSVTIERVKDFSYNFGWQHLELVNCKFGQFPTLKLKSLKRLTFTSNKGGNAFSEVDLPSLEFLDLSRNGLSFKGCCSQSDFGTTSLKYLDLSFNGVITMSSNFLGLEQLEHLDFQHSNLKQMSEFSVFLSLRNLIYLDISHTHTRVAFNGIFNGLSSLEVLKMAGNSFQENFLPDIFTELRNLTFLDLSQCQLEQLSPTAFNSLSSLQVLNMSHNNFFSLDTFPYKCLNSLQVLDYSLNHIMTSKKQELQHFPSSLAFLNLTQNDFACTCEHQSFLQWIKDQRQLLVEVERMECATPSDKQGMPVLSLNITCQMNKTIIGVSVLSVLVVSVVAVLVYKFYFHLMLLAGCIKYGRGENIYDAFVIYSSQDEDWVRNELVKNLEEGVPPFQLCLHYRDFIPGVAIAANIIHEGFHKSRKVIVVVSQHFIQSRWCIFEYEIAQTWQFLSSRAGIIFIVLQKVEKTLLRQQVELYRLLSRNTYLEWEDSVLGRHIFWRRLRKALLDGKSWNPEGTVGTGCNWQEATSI
Target sequence (Q99836 whole entry, looked up): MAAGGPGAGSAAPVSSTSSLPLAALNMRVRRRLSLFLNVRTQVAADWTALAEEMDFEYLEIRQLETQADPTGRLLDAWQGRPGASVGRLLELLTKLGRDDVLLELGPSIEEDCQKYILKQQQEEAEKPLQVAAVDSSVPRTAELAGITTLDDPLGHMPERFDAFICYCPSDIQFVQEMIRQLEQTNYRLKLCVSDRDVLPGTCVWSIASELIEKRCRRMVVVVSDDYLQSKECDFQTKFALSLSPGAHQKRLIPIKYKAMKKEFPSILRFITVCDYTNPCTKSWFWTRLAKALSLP
STAT1 activator – increases IFN-gamma driven STAT1 reporter signal; actives 2.6% (n = 200,000); activation (% of control), % at 5.5 µM; NIH 3T3 STAT1-luciferase reporter, luminescence; 100% = IFN-gamma alone, no compound;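 active = activation above the screen-wide mean activation plus 3 SD, cut at about 130% in these data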;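 also: raw ratio to IFN-gamma control signal so 100% means no change and 0% no light; values of inactives mirror those of a sister screen read the other way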
APP 5'UTR act – activates APP 5'UTR luciferase reporter; SH-SY5Y APP 5'UTR luciferase reporter, luminescence; zero percent = DMSO vehicle wells; activation, % at 2 µM; actives 1% (n = 190,000); AID 1276;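 active = activation above a set limit, based on mean plus 3 SD of controls, cut at about 140% in these data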; also: values of inactives mirror those of a sister screen read the other way
Efa HMGR inh – inhibitors of class II HMG-CoA reductase from Enterococcus faecalis | purified E. faecalis HMGR, NADPH absorbance 340 nm kinetic | inhibition, % at 10 µM | actives 0.41% (n = 190,000) | AID 1066;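 active = inhibition above a set limit, the median over all tested compounds plus 3 SD, cut at about 9.5% in these data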;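 also: enzyme runs in reverse so mevalonate oxidation gives rising NADPH absorbance; 0% = complete reaction with DMSO and 100% = background rate lacking mevalonate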
STAT3 activator – STAT3 signaling activation | activation (% of control), % at 5.6 µM | U3A cells, IL-6 STAT3-luciferase reporter, luminescence; 100% = signal with IL-6 EC80 alone | actives 0.91% (n = 190,000);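 active = activation above the screen-wide mean of compound activation plus 3 SD, cut at about 130% in these data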;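 also: 0% = background luminescence of wells with medium and substrate only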
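Test system: Human STAT1-deficient U3A cells with stable STAT3-luciferase reporter | Also added: Interleukin-6, 33 ng/mL | Timing: Compound pre-incubation 1 h before IL-6, then 6 h stimulation at 37 °C | Technique: Luciferase reporter luminescence | Read-out: Percent of IL-6-only median luminescence | Benchmarks: IL-6-only wells as 100% reference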
Redox H2O2 prof – compounds producing H2O2 with reducing agent – biochemical, NIH compound library profiling, artefact control for MLSCN library redox annotation, primary screen; activation, % at 10 µM; actives 0.03% (n = 200,000); DTT-dependent redox cycling H2O2, phenol red/HRP absorbance; 100% = 100 µM peroxide control, 0% = buffer;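 active = activation of at least 50% relative to the plate's high and low controls in the primary single-dose screen; inactive = activation below 50%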;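 also: compound incubated with DTT at 0.8 mM final as the reducing agent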
Hsp70 act – switches on Hsp70 transcription; HeLa Hsp70 promoter luciferase reporter, luminescence; scaled: vehicle 0, proteasome-inhibitor control 100%; activation, % at 10 µM; actives 0.04% (n = 200,000); AID 1203;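 active = activation above the mean across all tested compounds plus 3 SD, cutoff set per campaign, cut at about 5.5% in these data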;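 also: 100% = MG132 at 30 µM as the positive control and 0% = DMSO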
* marks the source's active call; other numbers are inactive results; . = no result given.

Order of values – Hsp70 act	APP 5'UTR act	STAT1 blocker	STAT1 activator	Redox H2O2 prof	STAT3 activator	NF-kB expr up	STAT3 inh	TLR4-MyD88 BLA	Efa HMGR inh
CCCCN1C(=O)CC(Sc2ccccc2C(=O)O)C1=O (stereo not drawn)
  -0.5	16	1	99	2.2	98	1.3	6	-12	-3
Cc1ccc(OCCn2ccc(=O)[nH]c2=O)cc1C
  0.2	-6	3	97	1.4	93	1.1	10	-4	4
Clc1ccc(C2=NNC(=NCc3ccc4c(c3)OCO4)SC2)cc1
  -0.4	1	7	94	-0.3	85	1.2	22	-12	-4
Cc1cccc(NC(=S)NNC(=O)c2sccc2C)c1
  -0.3	118	-20	119	0.4	92	2	15	6	0
CC(C)C(c1nnnn1C1CCCCC1)N1CCc2ccccc2C1 (stereo not drawn)
  -0.3	5	-4	104	1.4	114	1.3	-14	-2	-9
C/C(=N\Nc1cc(C)nc(-c2ccccc2O)n1)c1ccccc1
  0.1	-18	-17	114	0.1	92	0.7	11	-5	1
COc1ccc(/C=N/OCC(=O)N=Nc2c(O)[nH]c3ccc(Br)cc23)cc1OC
  -0.1	-11	-3	102	0.1	107	0.95	-8	0	-1
CCOC(=O)c1sc(NC(=O)C(CC)Sc2nc3ccccc3[nH]2)nc1C (stereo not drawn)
  -0.2	-4	14	89	1.9	94	.	11	-5	.
COCCN(C(=O)CSc1nc2ccc(C)cc2[nH]1)c1c(N)n(Cc2ccccc2)c(=O)[nH]c1=O
  -0.2	15	0	98	-0.7	104	1.3	5	-7	0
COc1ccc(-c2noc(COc3ccc4ccccc4c3Br)n2)cc1OC
  -0.5	-2	-6	106	3.5	97	1	6	0	-6
COc1ccccc1CNC(=O)CSc1ccccc1
  -0.1	2	-31	127	-0.3	114	1.9	-12	0	1
Cc1ccc(NC(=O)C(NC2CCCC2)c2ccccc2)cc1Cl (stereo not drawn)
  -0.3	14	-6	104	1.0	104	1	2	-16	0
CC(C)CCNC(=O)Cn1c2c(c(-c3ccccc3Cl)cc1=O)CCC2
  0.0	5	7	94	0.4	104	0.88	5	6	-1
Cc1cc2ncn(C(=O)c3cc(-c4ccccc4)nc4ccccc34)c2cc1C
  -0.3	0	4	95	-0.6	86	1.5	18	-1	-8
Cc1ccc(S(=O)(=O)NCCC(=O)NCCN2CCCCCC2)cc1
  0.0	24	-1	103	-1.5	117	1.1	-16	4	2
Cc1ccc(C(=O)CSc2nnc(CNc3ccc(F)cc3)o2)cc1
  -0.4	-4	1	98	0.1	93	1.7	10	7	-2
COc1cccc(NC(=O)CSc2nnc(-c3ccoc3C)n2CC2CCCO2)c1 (stereo not drawn)
  -0.4	-9	4	97	1.6	106	0.94	-4	-4	-9
O=C(N/N=C/c1cn(-c2ccccc2)nc1-c1cc2ccccc2o1)c1ccncc1
  0.1	188*	-46	144*	0.1	115	2.6	-21	-4	0
c1ccc(CNc2ncnc3scc(-c4cccs4)c23)nc1
  -0.2	-16	20	80	-1.2	71	0.59	36	9	-5
COc1ccccc1CNC(=O)COc1ccc(C)nc1[N+](=O)[O-]
  -0.4	13	8	91	0.0	100	1.9	2	-14	-7
CCC(=O)Nc1nc2c(s1)COc1ccccc1-2
  -0.1	9	-14	113	0.2	131	1	-27	-11	-4
Cc1ccc2c(c1)C(=O)CCN2
  -0.1	-12	-4	104	-0.8	99	0.95	2	0	1
COc1ccc(NC(=O)COC(=O)C2=COCCO2)cc1OC
  -0.2	4	-9	108	-0.1	103	1.1	-2	-6	-1
COc1cc(C)nc(Oc2ccc(OCc3ccccc3)nn2)n1
  -0.4	10	5	95	1.2	101	0.81	-3	-3	0
Cc1ccc2nc(/C(C#N)=C/c3cn[nH]c3-c3ccc(F)cc3)[nH]c2c1
  -0.2	-17	-11	110	2.4	93	0.38	12	-2	3
CCOC(=O)C1CCN(C(=O)C2c3ccccc3C(=O)N(C)C2c2ccc(OC)cc2)CC1 (stereo not drawn)
  0.0	-12	0	100	0.4	100	0.83	4	4	-3
CCCN1Cc2cccc(C(=O)N3CCN(c4cc(Cl)ccc4C)CC3)c2C1=O
  -0.4	19	8	93	-1.2	102	0.7	2	18	-5
CN(CC1CCCO1)S(=O)(=O)c1ccc(C(=O)Nc2nc(-c3ccccn3)cs2)cc1 (stereo not drawn)
  -0.5	-74	8	93	-0.9	69	1.2	43	14	-11
COc1cc(/C=C/C(=O)c2ccc(C)c([N+](=O)[O-])c2)cc(OC)c1O
  -0.5	-18	-3	102	2.9	108	0.77	-15	5	-3
Cc1ccc(C(=O)CCNc2ccccc2)o1
  -0.2	-4	-43	140*	3.6	101	1.1	-2	4	1

Part of the list above, reformatted:
structure | Hsp70 act | APP 5'UTR act | STAT1 blocker | STAT1 activator | Redox H2O2 prof | STAT3 activator | NF-kB expr up | STAT3 inh | TLR4-MyD88 BLA | Efa HMGR inh
COc1cccc(NC(=O)CSc2nnc(-c3ccoc3C)n2CC2CCCO2)c1 (stereo not drawn) | -0.4 | -9 | 4 | 97 | 1.6 | 106 | 0.94 | -4 | -4 | -9
O=C(N/N=C/c1cn(-c2ccccc2)nc1-c1cc2ccccc2o1)c1ccncc1 | 0.1 | 188* | -46 | 144* | 0.1 | 115 | 2.6 | -21 | -4 | 0

(listing goes on)
Order of values – Hsp70 act	APP 5'UTR act	STAT1 blocker	STAT1 activator	Redox H2O2 prof	STAT3 activator	NF-kB expr up	STAT3 inh	TLR4-MyD88 BLA	Efa HMGR inh
Cc1ccsc1/C=N/NC(=S)NCc1ccccc1
  -0.1	-1	-3	102	-1.3	97	1.3	6	-2	1
COC1OC(COC(=O)CNC(=O)OC(C)(C)C)C(O)C(O)C1O (stereo not drawn)
  -0.2	11	9	92	-0.1	90	0.99	19	-7	-1
CN(C)c1nc(SCc2ccc(Cl)cc2)nc2c1CCCC2
  -0.1	-5	-4	104	-0.7	94	1.1	12	11	2
Cc1ccc(-c2nn(-c3ccccc3)cc2CN(Cc2ccccc2)C(=O)c2ccco2)o1
  -0.6	-12	6	94	0.1	102	0.52	4	-3	1
CCn1nnnc1SCC(=O)Nc1ccc(OCc2ccccc2)cc1
  0.8	6	-6	106	0.9	97	1.1	6	0	-3
CN1CCc2nc(SCC(=O)Nc3ccc(OC(F)(F)F)cc3)c(C#N)c(-c3cccs3)c2C1
  -0.4	8	2	98	1.0	103	1.4	-2	-1	-2
Nc1ccc(S(=O)(=O)C(F)(F)F)cc1N
  -0.2	7	-3	102	-1.7	103	1.1	-2	-11	-3
Cc1cn(-c2ccc(Br)cc2)[nH]c1=O
  0.8	23	6	94	0.1	100	1.6	3	-7	-1
C(=N\N1CCN(C2c3ccccc3-c3ccccc32)CC1)/c1cccnc1
  -0.3	14	1	99	0.7	91	1.1	22	5	-2
CCC(C)OC1OC(CO)C(O)C(O)C1NC(C)=O (stereo not drawn)
  -0.1	7	4	97	0.0	96	1.1	0	-8	-4
O=C(NCc1ccccc1)c1cnc(-c2ccccn2)nc1C(F)(F)F
  -0.3	-14	5	96	0.1	100	1.1	4	-3	5
CCc1nc2scc(-c3ccccc3)c2c(=O)n1N
  0.3	6	10	91	2.4	108	0.91	-4	-9	-7
CC1CC1c1ccc(/C=C(\C#N)C(=O)Nc2cc(Cl)ccc2Cl)o1 (stereo not drawn)
  -0.1	-1	5	95	0.2	98	1.1	5	1	2
CN1C(=O)c2oc3ccccc3c(=O)c2C1c1ccccn1 (stereo not drawn)
  0.1	8	-1	101	2.5	97	1.1	8	3	-1
C/C(Cc1ccccc1)=N\NC(=O)CCCCCC(=O)N/N=C(\C)Cc1ccccc1
  -0.4	-9	0	100	-11	100	1.2	1	12	-5
CNc1nc(N)c(C(=O)C(C)(C)C)s1
  -0.2	14	-8	108	2.9	114	1.2	-12	-8	0
C=CCNc1nc(-c2ccc(Cl)cc2)cs1
  0.0	166*	-90	182*	2.0	80	7.5*	26	-7	0
COc1ccccc1NC(=O)CSC1=NCCN1
  -0.1	-9	0	100	2.9	102	0.97	2	-2	3
O=C(CCCOc1ccccc1)Nc1nc2ccccc2[nH]1
  0.0	62	-32	130*	-0.7	95	1.5	10	1	-4
COC(=O)CN(c1cccc(C(C)=O)c1)S(C)(=O)=O
  -0.1	-1	-3	103	-0.6	93	1.1	14	3	0
CCOc1ccc(C2=Nn3c(nnc3-c3ccc(OC)cc3)SC2)cc1
  -0.2	-95	-8	108	3.4	102	0.77	6	8	-1
O=C(N[C@@H](Cc1ccccc1)C(=O)O)c1cccnc1
  0.4	2	-5	105	-0.7	106	1.6	-2	-7	-3
CCCS(=O)(=O)N1CCCC(C(=O)NCCCOC(C)C)C1 (stereo not drawn)
  -0.2	.	-4	104	2.3	106	0.93	-1	-12	-9
COc1cc(CN2CCN(c3cc(C)ccc3C)CC2)cc([N+](=O)[O-])c1O
  -0.1	20	2	98	-6.7	103	.	1	-18	.
COc1cccc(Nc2cc(N3CCOCC3)c3nonc3c2[N+](=O)[O-])c1
  0.5	-1	4	97	-0.2	107	1.9	0	8	-1
Nc1nc2ccc(C(=O)NC3CCCCC3)cc2s1
  -0.3	7	-10	110	-1.1	116	1.4	-16	-7	1
Cc1cccnc1NC(=O)CSc1nnc(COc2ccc(C(C)C)cc2)n1C
  -0.4	1	2	100	2.4	99	1.2	-1	3	0
COc1ccc(CN2CCN(c3cccc(C)c3C)CC2)cc1OC
  -0.2	-21	0	100	0.4	84	0.7	22	-6	-1
